High-throughput results deposited in PubChem by National Center for Advancing Translational Sciences (NCATS).
IMPase inh: cell-permeable inhibitors of inositol monophosphatase (IMPase); P97697; CHO-M1 cells, IP1 accumulation, HTRF TR-FRET ratio; inhibition (IP1 accumulation), % at 46.1 µM; 120,000 tested, under 10 active; active means well fitted curve in the direction sought with a large enough effect in the signal ratio, not every such curve was filed as active; inconclusive means small, poorly fitted or top-dose-only effect, or a change in a side signal; inactive means no such curve, though single readings can be large or run the other way; the % refers to the signal ratio;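 further: cells stimulated with carbachol in lithium chloride buffer; plate controls were DMSO basal wells for no effect and reference inhibitor wells for full effect; higher means more IMPase inhibition seen as more IP1 and lower FRET ratio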
Target sequence (P97697 whole entry, looked up): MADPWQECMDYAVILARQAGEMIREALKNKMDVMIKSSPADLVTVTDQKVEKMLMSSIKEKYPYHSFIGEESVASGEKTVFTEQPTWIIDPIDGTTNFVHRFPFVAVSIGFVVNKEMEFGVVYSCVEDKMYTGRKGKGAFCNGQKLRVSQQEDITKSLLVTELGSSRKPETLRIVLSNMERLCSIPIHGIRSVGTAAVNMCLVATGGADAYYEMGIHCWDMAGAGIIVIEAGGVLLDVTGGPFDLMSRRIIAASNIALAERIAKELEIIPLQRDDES
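Cellular IMPase inhibition is scored as a rise in cytosolic IP1, detected by competitive TR-FRET between d2-labelled IP1 and a europium anti-IP1 antibody. M1-expressing CHO cells were stimulated with carbachol for 30 min at 37C, with lithium (50 mM LiCl) present in the buffer.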
* = called active by the depositor; ? = inconclusive.

1: COc1ccc(Nc2nc(-c3ccccc3)c3cc(Br)ccc3n2)cc1
- IMPase inh: ?
2: CC(NC(=O)c1ccc(Nc2nc3ccccc3n3nnnc23)cc1)c1ccccc1 (configuration not stated)
- IMPase inh: 5
3: CC(C)c1ccc(NC(=O)Cn2c(=O)n(CC3CCC(C(=O)NCCc4ccccc4)CC3)c(=O)c3ccccc32)cc1 (configuration not stated)
- IMPase inh: 1
4: C=C(C)CSc1nc2sc3c(c2c(=O)n1CCCC)CCCC3
- IMPase inh: -13
5: CC(=O)c1ccc(NS(=O)(=O)c2cccc(S(=O)(=O)c3ccc(Cl)cc3)c2)cc1
- IMPase inh: 1
6: Cc1cc(C)cc(NC2=C(c3ccccc3)C(=O)c3ccccc32)c1
- IMPase inh: 3
7: CCOC(=O)C1(C)C=C(Nc2ccc(C(N)=O)cc2)C(=O)N1c1ccccc1 (configuration not stated)
- IMPase inh: -3
8: COc1ccc(-c2cc3nc(-c4ccc(C)cc4)cc(C(F)(F)F)n3n2)cc1
- IMPase inh: -1
9: CCOc1ccc(NC(=O)CCSc2nc(-c3ccc4c(c3)OCO4)cc(C(F)(F)F)n2)cc1
- IMPase inh: 8
10: COc1cc(C2c3c(oc4cc(C)c(C)cc4c3=O)C(=O)N2CCCN2CCOCC2)ccc1O (configuration not stated)
- IMPase inh: 7
11: COc1ccc2c(c1)Cc1sc(NC(=O)c3cccc(C)c3)nc1-2
- IMPase inh: -1
12: O=C(CCn1c(=O)c2ccccc2n(CC(=O)Nc2cccc(F)c2)c1=O)NCCc1ccccc1
- IMPase inh: -3
13: COc1ccc(C2C(C(N)=O)=C(C)Nc3nc(CCCO)nn32)c(OC)c1 (configuration not stated)
- IMPase inh: 2
14: CCOc1ccc(C(c2c(C)[nH]n(-c3ccccc3)c2=O)c2c(C)[nH]n(-c3ccccc3)c2=O)cc1OC
- IMPase inh: -1
15: Cc1cc(C)c(S(=O)(=O)NCCc2cc3ccc(C)cc3[nH]c2=O)c(C)c1
- IMPase inh: 21

16: COc1cccc(NC(=O)c2sc3nc(N4CCOCC4)c4c(c3c2N)CC(C)(C)OC4)c1
- IMPase inh: ?
17: COc1ccc(S(=O)(=O)N(CC(=O)N(C)Cc2ccccc2)c2ccc(Cl)cc2)cc1
- IMPase inh: 6
18: Cn1c(=O)[nH]c(=O)c2c1nc1n(CCO)c(-c3ccccc3)cn21
- IMPase inh: -7
19: Cc1ccc(-c2cc(C(F)(F)F)c(C#N)c(SCC(=O)O)n2)cc1
- IMPase inh: -2
20: Cc1cccc(C)c1NC(=O)NCCCN1CCN(c2ccccc2)CC1
- IMPase inh: 1
21: CC(=O)c1cccc(NC(=O)c2nc3ccccc3n(C)c2=O)c1
- IMPase inh: 6
22: COc1ccc(NC(=O)NCC2CCN(Cc3ccccc3F)CC2)c(OC)c1
- IMPase inh: 7
23: Cc1cccc(-c2nnc(SCC(=O)NC3CCCCC3)o2)c1
- IMPase inh: 8
24: Cn1c(=O)n(C)c2cc(N3CCOCC3)c(NC(=O)c3ccc(C(C)(C)C)cc3)cc21
- IMPase inh: -5
25: O=C(Cn1cc(C(=O)C2CCCCC2)c2ccccc21)Nc1ccccc1Cl
- IMPase inh: 3
26: O=C(Cn1nc(-c2ccc(Cl)cc2)c2ccccc2c1=O)Nc1cccc(Br)c1
- IMPase inh: -6
27: CN(C(=O)CCc1nc(-c2ccccc2F)no1)c1ccc(Cl)cc1
- IMPase inh: -5
28: CCCCc1nc2ccccc2n2c(-c3ccc(C)cc3)c3c(=O)n(C)c(=O)n(C)c3c12
- IMPase inh: ?
29: CCOc1ccc(NC2SC(=O)N(Cc3ccccc3)C2=O)cc1 (configuration not stated)
- IMPase inh: -4
30: COC(=O)c1c(NC(=O)COc2ccc(Cl)cc2)sc(C)c1C
- IMPase inh: -1

Single entries from the results shown:
#22 in IMPase inh → 7
#19 in IMPase inh → -2
#25 in IMPase inh → 3
#21 in IMPase inh → 6
#30 in IMPase inh → -1

Next section.
31: COc1ccc(CCNC(=O)CN(c2ccc(C)cc2)S(=O)(=O)c2ccc(OC)cc2)cc1
- IMPase inh: -4
32: COc1ccc(-c2oc3ncn4nc(COc5ccc(C)cc5)nc4c3c2-c2ccc(OC)cc2)cc1
- IMPase inh: -3
33: CC(=O)c1ccc(NC(=O)/C=C/c2ccc(C)o2)cc1
- IMPase inh: 5
34: COc1ccc(NC(=O)CSc2nc(-c3ccc(F)cc3)[nH]c2-c2ccc(C)cc2)cc1OC
- IMPase inh: 2
35: CC1=C(C(=O)OC2CCCCCC2)C(c2cccc(F)c2F)CC(=O)N1 (configuration not stated)
- IMPase inh: 5
36: COc1ccc(NC(=O)C2CCC(CNS(=O)(=O)c3cccs3)CC2)cc1OC (configuration not stated)
- IMPase inh: 11
37: CCOc1ccc(CN(CCc2ccc3c(c2)OCO3)Cc2cc(OC)c(OC)cc2OC)cc1
- IMPase inh: 4
38: COc1cccc(OCCn2c(-c3ccc(Cl)cc3)nc3ccccc3c2=O)c1
- IMPase inh: 14
39: COc1ccc2c(c1)-c1nc(NC(=O)c3ccc(Cl)cc3)sc1CC2
- IMPase inh: 7
40: Cc1c(Cl)cccc1NC(=O)c1ccc(C(=O)Nc2cccc(Cl)c2C)cc1
- IMPase inh: -8
41: Cc1ccc(Sc2c(C)nn(C(=O)c3ccc(Br)cc3)c2C)cc1
- IMPase inh: 1
42: COc1ccc2oc(=O)c(C(=O)Nc3cccc(C(=O)O)c3)cc2c1
- IMPase inh: -2
43: CCCCCOc1ccc(/C=C/C(=O)Nc2sc(C)c(C)c2C(=O)OCC)cc1OC
- IMPase inh: -2
44: Cc1c(C(=O)OCC2CCCCC2)[nH]c2c1C(=O)CC(c1ccccc1Cl)C2 (configuration not stated)
- IMPase inh: 5
45: COc1ccccc1NC(=O)c1c(NC(=O)c2ccccc2Cl)sc2c1CCC2
- IMPase inh: -6

Four compounds picked at random from those above, as already listed:
15: Cc1cc(C)c(S(=O)(=O)NCCc2cc3ccc(C)cc3[nH]c2=O)c(C)c1
- IMPase inh: 21
32: COc1ccc(-c2oc3ncn4nc(COc5ccc(C)cc5)nc4c3c2-c2ccc(OC)cc2)cc1
- IMPase inh: -3
13: COc1ccc(C2C(C(N)=O)=C(C)Nc3nc(CCCO)nn32)c(OC)c1 (configuration not stated)
- IMPase inh: 2
25: O=C(Cn1cc(C(=O)C2CCCCC2)c2ccccc21)Nc1ccccc1Cl
- IMPase inh: 3

Additional records follow:
46: CC(=O)c1c(C)n(-c2ccc(C)cc2)c2ccc(OC(=O)COc3ccccc3)cc12
- IMPase inh: -3
47: CCOC(=O)c1ccc(NC(=O)c2c(-c3c(F)cccc3Cl)noc2C)cc1
- IMPase inh: 2
48: Cc1ccc(C2=Nc3ccccc3N=C(c3ccc(F)cc3)C2)c(O)c1
- IMPase inh: -20
49: CC(=O)N1c2ccccc2C(C)(c2ccc(C)cc2)CC1(C)C (configuration not stated)
- IMPase inh: -4
50: COc1cc2ccccc2cc1C(=O)Nc1ccc2oc(-c3ccc(Cl)cc3)nc2c1
- IMPase inh: ?
51: COc1cccc(C(=O)c2sc3nc(-c4ccccc4)cc(C(F)(F)F)c3c2N)c1
- IMPase inh: -18
52: Cc1ccc(C(=O)c2oc3ccccc3c2NC(=O)COc2ccccc2C)cc1
- IMPase inh: -10
53: CCc1ccccc1OCC(=O)Nc1ccc(S(=O)(=O)Nc2nc(C)cc(C)n2)cc1
- IMPase inh: 2
54: COc1cc(C2c3c(oc4ccc(C)cc4c3=O)C(=O)N2Cc2ccccc2)ccc1O (configuration not stated)
- IMPase inh: -2
55: CC(C)CSc1ccccc1NC(=O)c1sc2nc(-c3ccncc3)ccc2c1N
- IMPase inh: -3
56: CCc1cccc(NC(=O)C2CCC(CNS(=O)(=O)c3ccc(Br)s3)CC2)c1 (configuration not stated)
- IMPase inh: 2
57: Cc1ccc(OCC(=O)Nc2ccc3c(c2)sc(=O)n3C)cc1
- IMPase inh: 3
58: CCOC(=O)c1ccc(NC(=O)C2CC(=O)NC(=Nc3ccc(C)c(C)c3)S2)cc1 (configuration not stated)
- IMPase inh: -4
59: Cc1ccc(C)c(OCCn2cc(C(=O)c3ccco3)c3ccccc32)c1
- IMPase inh: -6
60: N#C/C(=C/c1cn(Cc2ccc(F)cc2)c2ccccc12)C(=O)Nc1cccc(Cl)c1
- IMPase inh: 0

61: O=c1c2ccccc2nc(-c2ccc(Cl)cc2)n1CCCOc1ccccc1F
- IMPase inh: 5
62: O=C(CC1(O)C(=O)N(Cc2ccccc2)c2ccc(Br)cc21)c1ccccc1 (configuration not stated)
- IMPase inh: 18
63: CCOC(=O)c1c(Nc2cc(C)cc(C)c2)nnc(-c2ccccc2)c1-c1ccccc1
- IMPase inh: 6
64: CCCn1c2ccc(C)cc2c2nnc(SCCN3CCCCC3)nc21
- IMPase inh: 16
65: CCCOC(=O)c1ccc(Nc2c(C(=O)OCC)cnc3c(C)cc(Cl)cc23)cc1
- IMPase inh: -16
66: COc1nnc(-c2ccc(N3CCCCC3)c(NC(=O)c3ccc(C)cc3)c2)c2ccccc12
- IMPase inh: 11
67: Cc1ccccc1NC(=O)CCn1nc(-c2ccc(Cl)cc2)c2ccccc2c1=O
- IMPase inh: 7
68: CCOc1ccc(/C=C/C(=O)Nc2sc3c(c2C(=O)OC)C(C(=O)OC)CC3)cc1 (configuration not stated)
- IMPase inh: -4
69: Cc1cccc(CN2CCN(CC(=O)NCCc3ccc(Cl)cc3)C2=O)c1
- IMPase inh: 10
70: COc1ccc(-c2ccc(CCC(=O)O)n2-c2cc(Cl)ccc2O)cc1
- IMPase inh: -9
71: COc1cccc(NC(=O)Cn2c(-c3nonc3N)nc3ccccc32)c1
- IMPase inh: 1
72: Cc1c(C(=O)OC2CCCCCC2)[nH]c2c1C(=O)CC(c1ccccc1)C2 (configuration not stated)
- IMPase inh: 4
73: CC(C)OC(=O)c1c(NC(=O)c2cccc(C(F)(F)F)c2)sc2c1CCCC2
- IMPase inh: -9
74: CN(C)C(=O)c1ccc(NC(=O)Cn2nc(-c3ccccc3)c3ccccc3c2=O)cc1
- IMPase inh: 0
75: CCOC(=O)c1cc(OC(=O)c2cc(Cl)ccc2OC)n(-c2ccccc2)n1
- IMPase inh: -9

Carrying on.
| No. | Compound | IMPase inh |
| --- | --- | --- |
| 76 | CCOc1ccccc1CN1CCN(S(=O)(=O)c2ccccc2)CC1 | -1 |
| 77 | COc1cc(C2c3c(oc4ccccc4c3=O)C(=O)N2c2nc(C)c(C)s2)ccc1O (configuration not stated) | 5 |
| 78 | Cc1ccc(OCc2nc(C#N)c(NCCc3ccccc3)o2)cc1 | 3 |
| 79 | CCCN(C(=O)CCc1nc(-c2ccc(OC)cc2)no1)c1ccccc1F | 5 |
| 80 | Cc1ccc(C)c(N2CCN(c3nc4ccc(C)cc4nc3-n3nc(C)cc3C)CC2)c1 | 4 |
| 81 | FC(F)(F)c1cc(-c2cccc(Br)c2)nc2ncnn12 | -9 |
| 82 | O=C(CSc1nnc(-c2ccc(F)cc2)o1)N1CCCc2ccccc21 | 1 |
| 83 | Cc1c(C(=O)OC2CCC(C)CC2)[nH]c2c1C(=O)CC(c1ccc(F)cc1)C2 (configuration not stated) | 2 |
| 84 | COc1ccc(C2=C(Nc3ccc(C)c(C)c3)c3ccccc3C2=O)cc1 | -1 |
| 85 | COc1cc(C(=O)Nc2ccc3oc(-c4ccccc4)nc3c2)cc(OC)c1OC | -12 |
| 86 | Cc1ccc(Sc2c(C)nn(C(=O)c3ccc(Cl)cc3)c2C)cc1 | -3 |
| 87 | Cc1ccc(NC(=O)CSc2nc(-c3ccc(F)cc3)cc(C(F)(F)F)c2C#N)cc1 | ? |
| 88 | COc1ccc(CCNC(=O)CN(c2ccccc2OC)S(=O)(=O)c2ccc(C)cc2)cc1 | 2 |
| 89 | COc1cccc(NC(=O)Cn2cc(C(=O)c3ccco3)c3ccccc32)c1 | -4 |
| 90 | CC(C)CC(=O)Nc1cccc(-c2nc3ccccc3[nH]2)c1 | 0 |
| 91 | O=C(Cn1cc(C(=O)c2ccco2)c2ccccc21)Nc1ccccc1Cl | 3 |
| 92 | Cc1ccc(NC(=O)Cn2cc(C(=O)C3CCCCC3)c3ccccc32)c(C)c1 | -8 |
| 93 | COCc1cc(C)n(CC(=O)Nc2ccc(NC(C)=O)cc2)c(=O)c1C#N | 1 |
| 94 | N#C/C(=C\c1ccc(Cl)cc1)c1nc(-c2cc3c(ccc4ccccc43)oc2=O)cs1 | -4 |
| 95 | O=S(=O)(c1ccc(Cl)cc1)c1nc(-c2ccccc2Br)oc1NCc1ccccc1 | 1 |
| 96 | CCN(C(=O)Cn1cc(S(=O)(=O)N2CCN(c3ccccc3F)CC2)c2ccccc2c1=O)c1ccc(C)c(C)c1 | 8 |
| 97 | CC(=O)Nc1ccc(S(=O)(=O)Nc2ccc3c(c2)n(C)c(=O)n3C)c(C)c1 | 5 |
| 98 | CC1CCN(c2oc(-c3cccs3)nc2S(=O)(=O)c2ccc(Cl)cc2)CC1 | 2 |

By substructure: the compounds so far with a CF3 group
| No. | Compound | IMPase inh |
| --- | --- | --- |
| 8 | COc1ccc(-c2cc3nc(-c4ccc(C)cc4)cc(C(F)(F)F)n3n2)cc1 | -1 |
| 9 | CCOc1ccc(NC(=O)CCSc2nc(-c3ccc4c(c3)OCO4)cc(C(F)(F)F)n2)cc1 | 8 |
| 19 | Cc1ccc(-c2cc(C(F)(F)F)c(C#N)c(SCC(=O)O)n2)cc1 | -2 |
| 51 | COc1cccc(C(=O)c2sc3nc(-c4ccccc4)cc(C(F)(F)F)c3c2N)c1 | -18 |
| 73 | CC(C)OC(=O)c1c(NC(=O)c2cccc(C(F)(F)F)c2)sc2c1CCCC2 | -9 |
| 81 | FC(F)(F)c1cc(-c2cccc(Br)c2)nc2ncnn12 | -9 |
| 87 | Cc1ccc(NC(=O)CSc2nc(-c3ccc(F)cc3)cc(C(F)(F)F)c2C#N)cc1 | ? |

A portion of the library; rates above refer to the full screens.
